Screening data: PubChem BioAssay, National Center for Advancing Translational Sciences (NCATS)
KB-3-1 tox: kills parental KB-3-1 adenocarcinoma cells; KB-3-1 viability, CellTiter-Glo ATP luminescence, 72 h; Potency, µM (titrated, usually from 46.1 µM), for the others: top-dose activity change, negative = cytotoxic, usual class: cytotoxic; 400,000 tested, 1.4% active; AID 1347075; note: potency is the fitted concentration of half-maximal effect; % is set by controls: 0 for no effect and ±100 for the full control effect; nearly all actives have a fitted effect of over 60% in size
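Here the drug-naive KB-3-1 line serves as comparator for MDR sub-line selectivity; cells received compound titrations, 72 h at 37 °C, then CellTiter-Glo readout.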
GLP1R ag: agonists of human GLP-1 receptor. P43220. HEK293 GLP-1R CRE-luciferase, luminescence, 4-6 h; cells express a hypersensitive GLP-1R form. Potency, µM (doses to about 45.6 µM), for the others: at the highest dose activation, actives largely listed as activators. 380,000 tested, 0.007% active. AID 624172; note: potency is the fitted concentration of half-maximal effect; % of control where 0% means no effect
Target sequence (P43220 whole entry, looked up): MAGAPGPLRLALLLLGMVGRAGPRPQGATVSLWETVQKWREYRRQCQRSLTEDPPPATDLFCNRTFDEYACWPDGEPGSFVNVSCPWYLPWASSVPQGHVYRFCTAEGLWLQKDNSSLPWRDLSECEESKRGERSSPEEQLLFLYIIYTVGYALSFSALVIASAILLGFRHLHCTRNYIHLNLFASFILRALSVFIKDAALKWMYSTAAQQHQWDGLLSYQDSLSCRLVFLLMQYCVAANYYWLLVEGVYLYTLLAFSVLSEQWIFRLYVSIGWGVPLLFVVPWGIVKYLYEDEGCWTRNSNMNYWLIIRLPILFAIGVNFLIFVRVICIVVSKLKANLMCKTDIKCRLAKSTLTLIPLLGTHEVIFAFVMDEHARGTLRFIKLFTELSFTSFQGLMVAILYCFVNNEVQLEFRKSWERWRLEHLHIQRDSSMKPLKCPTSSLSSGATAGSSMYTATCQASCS
IL1B secr inh: inflammasome signaling inhibition, IL-1 beta readout | THP-1 LPS/ATP IL-1B secretion, AlphaLISA, 16 h; stronger effect = lower value | activity change, % at 57.5 µM | 360,000 tested, 4.7% active | AID 743279; in the data active = activity change below about -50%; inconclusive = mostly about -30% to -49%; note: % is set by controls: 0 for no effect and ±100 for the full control effect
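THP-1 cells pretreated 1 hr with compounds (up to 57.5 uM final), then stimulated with LPS (250 ng/mL final) plus ATP (1.25 mM final); secreted IL-1B measured by AlphaLISA after 16 hr, decreased signal indicating inhibition.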
KB-V1 cytotox: kills drug-selected multidrug resistant KB-V1 cells | KB-V1 MDR cells viability, CellTiter-Glo, 72 h | Potency, µM (titrated, usually from 46.1 µM), for the others: at the highest dose activity change, negative = cytotoxicity, hits mostly cytotoxic | 400,000 tested, 3.4% active; note: potency is the fitted concentration of half-maximal effect; % is set by controls: 0 for no effect and ±100 for the full control effect; nearly all actives have a fitted effect of over 60% in size
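KB-V1, DMEM (no phenol red) + 10% FBS; cpd pin-transferred, titration series; 72 h, 37 degrees C; CellTiter-Glo, luminescence. Data normalized, curve-fit.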
HT1080NT lethal: kills 2HG-producing HT-1080-NT fibrosarcoma cells; 360,000 tested, 1.6% active; AID 686970; HT-1080-NT fibrosarcoma viability, CellTiter-Glo ATP luminescence, 48 h; Potency, µM (top dose mostly 46.1 µM), for the others: top-dose activity, negative = less viability, most hits filed as cytotoxic;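 note: NT is the 2HG producing partner of a matched IDH1 knockdown line; potency is the fitted concentration of half-maximal effect; 0% = DMSO-treated cells and -100% = media-only wells without cells; nearly all actives have a fitted effect of over 55% in size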
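Viability of the 2HG-overproducing fibrosarcoma line after 48 hours of compound exposure at 37 degrees C was determined by luminescence with CellTiter-Glo, and concentration-effect curves were then fitted and categorized.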
HT1080 IDH1KD tx: toxicity to HT-1080 IDH1 knockdown cells (counter line). AID 686971. HT-1080 IDH1 knockdown viability, ATP luminescence, 48 h. 360,000 tested, 2% active. Potency, µM (top dose mostly 46.1 µM), for inactives: top-dose activity, negative = toxicity, most hits filed as cytotoxic;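 note: potency is the fitted concentration of half-maximal effect; 0% = DMSO wells and -100% = cell-free medium wells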
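Viability of IDH1-knockdown HT-1080 fibrosarcoma cells was assessed by CellTiter-Glo after 48 h at 37 °C with titrated compound; concentration-effect curves were classified by fit quality and response size.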
DRD3 agonist: activates the human D3 dopamine receptor; D3R DiscoveRx beta-arrestin cells, luminescence, 90 min; max activation, %; 410,000 tested, 0.58% active; in the data active = max activation above about 30%; note: 0% is about no effect; mostly tested at two doses, the higher about 12 µM
Target sequence (P35462 whole entry, looked up): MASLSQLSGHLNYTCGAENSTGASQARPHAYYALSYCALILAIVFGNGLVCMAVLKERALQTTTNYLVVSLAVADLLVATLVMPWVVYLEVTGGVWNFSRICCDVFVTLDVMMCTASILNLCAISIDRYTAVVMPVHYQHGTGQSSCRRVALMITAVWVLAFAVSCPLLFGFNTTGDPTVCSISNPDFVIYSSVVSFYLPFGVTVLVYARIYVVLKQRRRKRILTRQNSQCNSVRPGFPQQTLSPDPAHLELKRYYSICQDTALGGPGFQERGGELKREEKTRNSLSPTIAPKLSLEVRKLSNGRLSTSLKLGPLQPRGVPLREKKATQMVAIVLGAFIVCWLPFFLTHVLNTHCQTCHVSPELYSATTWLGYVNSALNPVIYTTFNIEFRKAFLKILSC
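Agonist mode: compounds and dopamine controls were applied to plated cells for 90 min at 37 degrees C after an overnight attachment at 1500 cells/well. Luminescent read-out followed 30 - 60 minutes at room temperature with DiscoveRx detection reagent.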
DRD3 antagonist: blocks the human D3 dopamine receptor; P35462; D3R cells, DiscoveRx beta-arrestin luminescence, antagonist mode; stronger effect = lower value; max response, negative = inhibition, %; 360,000 tested, 2.5% active; in the data active = max response below about -50%; inconclusive = no clear call, values can overlap the other calls; note: % is set by controls: 0 for no effect and ±100 for the full control effect; mostly tested at two doses, the higher about 12 µM
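Cells expressing the human receptor were seeded at 1500 cells/well, incubated overnight at 37 degrees C in 5% CO2, then exposed to library compounds with dopamine controls for 90 minutes at 37 degrees C before luminescent detection.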
SW480 rerep: DNA re-replication induction in SW480 cells. SW480 DNA re-replication, Hoechst DNA content imaging, 48 h. Potency, µM (highest dose often 46.1 µM), inactives show at the top dose re-replication activation, actives largely listed as activators. 340,000 tested, 1.8% active; note: potency is the fitted concentration of half-maximal effect; % of control where 0% means no effect; nearly all actives have a fitted effect of over 55% in size
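Quantitative HTS format with DMSO vehicle controls; 48 hr drug incubation at 37 C, then 40 min Hoechst staining and scanning imager measurement at 405 nm excitation.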
The depositor's hits bear a star; i = inactive; ? = inconclusive; / = no result given; & = joins results of further samples; [ ] = dose if it differs, or a comment. Unless noted, calls come from the whole dose curve; as a rule, active = well fitted curve in the direction sought with a large enough effect; inconclusive = small, poorly fitted or top-dose-only effect, or another doubt; inactive = no such curve, though single readings can be large; an effect the other way counts as inactive or inconclusive.

SMILES	KB-3-1 tox	GLP1R ag	IL1B secr inh	KB-V1 cytotox	HT1080NT lethal	HT1080 IDH1KD tx	DRD3 agonist	DRD3 antagonist	SW480 rerep
Cc1cc(CNC[C@H]2O[C@@H](n3ccc(N)nc3=O)[C@H](O)[C@@H]2O)no1	0%	1%	-5	21%	7%	10%	0	-17	/
CC(=O)Nc1cccc(C(=O)OCC(=O)Nc2c(C)nn(-c3ccccc3)c2C)c1	-3%	12%	24	-2%	0%	2%	17	36	7%
COc1ccccc1N1CCN(C(c2ccc(N(C)C)cc2)c2nnnn2CCc2ccccc2)CC1 (stereo not given)	-22%	6%	4	?	5%	18%	1	-51*	0%
COc1ccc(N(CC(=O)N2CCN(c3ccccc3)CC2)S(=O)(=O)c2ccc(C)cc2)cc1	18%	-6%	i	?	9%	23%	3	5	-2%
Cc1onc(-c2ccccc2)c1C(=O)Nc1nc2c(s1)C(=O)CC(C)(C)C2	10%	8%	10	?	-3%	1%	-8	-22	-3%
CCCN(CC(=O)Nc1ccccc1C)C(=O)c1ccc(C(=O)c2ccccc2)cc1	-2%	3%	-4	-27%	-5%	-3%	-23	0	10%
c1ccc(C2CCC(N3CCNCC3)CC2)cc1 (stereo not given)	3%	1%	14	10%	-9%	1%	-7	-13	-4%
Cc1cccc(NC(=O)C2CCN(S(=O)(=O)c3ccc4c(c3)NC(=O)CO4)CC2)c1	0%	2%	-12	?	-12%	-13%	6	11	-3%
CC(=O)OCC(=O)[C@@]1(O)CC[C@H]2[C@@H]3CCC4=CC(=O)C=C[C@]4(C)[C@@]3(Cl)[C@@H](Cl)C[C@@]21C	0%	3%	?	-8%	?	34%	11	-8	-15%
CCCOc1ccc(F)cc1-c1cc(C(=O)NCc2ccc(C(F)(F)F)cc2)[nH]n1	0%	-4%	-8	0%	?	?	0	37	/
CCN(Cc1ccncc1)C(=O)c1ccco1	19%	7%	-8	14%	18%	8%	8	3	-4%
CCCC1(c2ccccc2)NC(=O)N(CC(=O)Nc2ccccc2C(F)(F)F)C1=O (stereo not given)	1%	7%	-6	-6%	-1%	-1%	24	11	-21%

Profiles, quoted from the list. Order of values: KB-3-1 tox	GLP1R ag	IL1B secr inh	KB-V1 cytotox	HT1080NT lethal	HT1080 IDH1KD tx	DRD3 agonist	DRD3 antagonist	SW480 rerep
Results for Cc1cc(CNC[C@H]2O[C@@H](n3ccc(N)nc3=O)[C@H](O)[C@@H]2O)no1 : 0%	1%	-5	21%	7%	10%	0	-17	/
Results for CCCOc1ccc(F)cc1-c1cc(C(=O)NCc2ccc(C(F)(F)F)cc2)[nH]n1 : 0%	-4%	-8	0%	?	?	0	37	/
Results for CC(=O)OCC(=O)[C@@]1(O)CC[C@H]2[C@@H]3CCC4=CC(=O)C=C[C@]4(C)[C@@]3(Cl)[C@@H](Cl)C[C@@]21C : 0%	3%	?	-8%	?	34%	11	-8	-15%
Results for COc1ccc(N(CC(=O)N2CCN(c3ccccc3)CC2)S(=O)(=O)c2ccc(C)cc2)cc1 : 18%	-6%	i	?	9%	23%	3	5	-2%
Results for COc1ccccc1N1CCN(C(c2ccc(N(C)C)cc2)c2nnnn2CCc2ccccc2)CC1 (stereo not given) : -22%	6%	4	?	5%	18%	1	-51*	0%

Back to the main list; the four compounds before the break are reprinted first.
SMILES	KB-3-1 tox	GLP1R ag	IL1B secr inh	KB-V1 cytotox	HT1080NT lethal	HT1080 IDH1KD tx	DRD3 agonist	DRD3 antagonist	SW480 rerep
CC(=O)OCC(=O)[C@@]1(O)CC[C@H]2[C@@H]3CCC4=CC(=O)C=C[C@]4(C)[C@@]3(Cl)[C@@H](Cl)C[C@@]21C	0%	3%	?	-8%	?	34%	11	-8	-15%
CCCOc1ccc(F)cc1-c1cc(C(=O)NCc2ccc(C(F)(F)F)cc2)[nH]n1	0%	-4%	-8	0%	?	?	0	37	/
CCN(Cc1ccncc1)C(=O)c1ccco1	19%	7%	-8	14%	18%	8%	8	3	-4%
CCCC1(c2ccccc2)NC(=O)N(CC(=O)Nc2ccccc2C(F)(F)F)C1=O (stereo not given)	1%	7%	-6	-6%	-1%	-1%	24	11	-21%
O=C(NCC1CCCO1)c1ccc(Cl)c(S(=O)(=O)N2CCCCC2)c1 (stereo not given)	/	-3%	10	/	3%	-7%	6	4	-7%
O=S(=O)(Nc1ccc(O)c(Sc2nc3ccccc3s2)c1)c1cccc2ccccc12	?	-2%	-9	?	-4%	-5%	10	43	-6%
CCOC(=O)c1nc(NNC(C)=O)sc1C	5%	2%	-2	-2%	-6%	1%	3	13	-1%
COc1cc(-c2cc3nc(NC4CCCCC4)ccn3n2)cc(OC)c1OC	-8%	6%	9	?	18µM*	16µM*	5	18	/
CCOc1ccc(CN(C)C(=O)CNC(=O)c2ccccc2)cc1	1%	6%	11	-12%	15%	1%	-11	-24	-2%
CC(C(=O)Nc1cccnc1)c1ccc([N+](=O)[O-])cc1 (stereo not given)	-5%	9%	25	-5%	-4%	0%	-1	-15	-1%
Cc1ccc(NC(=O)C(OC(=O)c2ccc(NC(N)=O)cc2)c2ccccc2)cc1Cl (stereo not given)	?	12%	-53*	4%	?	?	-4	-7	-13%
O=C(NCc1ccccn1)C1CCN(C(=O)c2cc3sccc3n2Cc2ccc(F)cc2)CC1	-10%	15%	24	6%	1%	-20%	0	-14	?
N#C/C(=C/Nc1ccccc1C(=O)O)C(N)=O	1%	-2%	-4	17%	0%	-6%	2	-3	-41%[inhibitor]
CC(C)Nc1nc(NCCN2CCCC2)c2sc(-c3ccccc3)cc2n1	-7%	6%	/	?	?	?	-11	-65*	/
CCC(C)C(N)C(=O)NC(CCC(=O)OCc1ccccc1)C(N)=O (stereo not given)	-1%	1%	-7	2%	14%	15%	-2	-15	-2%[9.22 µM]
CN(C(=O)CN1C(=O)c2ccc([N+](=O)[O-])cc2C1=O)C1CCCCC1	10%	-2%	4	?	15%	14%	-7	-17	-6%
CCn1ncc(C(=O)Nc2ccc([N+](=O)[O-])cc2OC)c1C	2%	-3%	0	2%	2%	3%	-7	-7	-20%
Cc1cccc(C(=O)NC(=S)Nc2ccc3[nH]c(=O)[nH]c3c2)c1	24%	8%	-4	-3%	12%	15%	-7	-13	-11%
CNC(=O)CSc1nnnn1-c1cc(C)ccc1C	-3%	-2%	0	5%	-4%	-1%	-6	-11	-7%
CC(=O)Nc1cnc(NC(=O)c2cccc(F)c2)cc1C	-6%	3%	0	-6%	7%	3%	1	4	5%[9.22 µM]
CCN1CCN(S(=O)(=O)c2ccc(Cl)c(C(=O)Nc3ccccc3N3CCOCC3)c2)CC1	-3%	7%	-8	2%	-2%	1%	-1	5	0%
CC(=O)NC(C)(c1ccccc1)c1nc(-c2cccc3cccnc23)cs1 (stereo not given)	0%	24%	0	-7%	1%	16%	-1	0	/
COc1cc(NC(=O)Nc2cccc(-c3noc(C)n3)c2)cc(OC)c1OC	0%	3%	/	-23%	/	/	-7	/	/
Fc1cccc(CSc2nc3ccncc3[nH]2)c1	0%	2%	-6	-11%	-8%	-4%	-9	-18	-1%
O=C(Cn1c2ccc(F)cc2c2nc3n(c(=O)c21)CCS3)Nc1ccccc1C(F)(F)F	12%	0%	34	-15%	-13%	-15%	0	8	0%
O=C(CN(C(=O)Cn1nnc(-c2cccs2)n1)c1cnc2ccccc2c1)NCC1CCCO1 (stereo not given)	-2%	-4%	0	-12%	6%	-18%	-31	-16	0%
COc1ccc2cc1Oc1ccc(cc1)C[C@H]1c3c(cc4c(c3Oc3cc5c(cc3OC)CCN(C)[C@@H]5C2)OCO4)CCN1C	?	1%	?	?	16µM*	21µM*	-8&-1	0	?
Cc1cccc(NC2=NC(=S)N(c3ccc(C(=O)O)cc3)C23CCCCC3)c1	?	9%	26	-17%	1%	-2%	-13	-10	-4%

Another view of some results above:
SMILES | KB-3-1 tox | GLP1R ag | IL1B secr inh | KB-V1 cytotox | HT1080NT lethal | HT1080 IDH1KD tx | DRD3 agonist | DRD3 antagonist | SW480 rerep
O=C(NCc1ccccn1)C1CCN(C(=O)c2cc3sccc3n2Cc2ccc(F)cc2)CC1 | -10% | 15% | 24 | 6% | 1% | -20% | 0 | -14 | ?
N#C/C(=C/Nc1ccccc1C(=O)O)C(N)=O | 1% | -2% | -4 | 17% | 0% | -6% | 2 | -3 | -41%[inhibitor]

(continued)
SMILES	KB-3-1 tox	GLP1R ag	IL1B secr inh	KB-V1 cytotox	HT1080NT lethal	HT1080 IDH1KD tx	DRD3 agonist	DRD3 antagonist	SW480 rerep
O=C(NCCC(c1ccccc1)c1ccccc1)c1ccc(Br)o1	-8%	5%	-7	-4%	2%	-6%	-14	0	4%
COc1cc(/C=N/NC(=O)c2ccccc2O)ccc1OC(=O)CC1SC(=O)NC1=O (stereo not given)	-6%	1%	11	10%	-6%	-3%	6	-28	23%
CCOC(=O)Cn1c(N2CCCCCC2)nc2c1c(=O)[nH]c(=O)n2C	9%	4%	8	11%	1%	-8%	4	-2	-1%
COc1ccc(Br)cc1S(=O)(=O)N1CC(C)OC(C)C1 (stereo not given)	3%	0%	11	-17%	6%	0%	-3	-18	-4%
C=CCNC(=O)C1CC1(c1ccc(C)cc1)c1ccc(C)cc1 (stereo not given)	4%	-2%	-11	?	-1%	-25%	0	-12	1%
COC(=O)C1=C(C)N(Cc2ccccc2)C(=S)N[C@H]1c1cccc(C(F)(F)F)c1	?	7%	?	0%	-22%	?	-10	-15	14%
